BAZ2B block: qHTS Assay for Inhibitors of BAZ2B; Bromodomain adjacent to zinc finger domain protein 2B (Homo sapiens), Q9UIF8; AlphaScreen BAZ2B-H3K14Ac peptide displacement; Potency, µM (doses to about 114 µM), for the others: at the top dose activity change, negative = inhibition, usual class: inhibitors; actives 4.4% (n = 360,000); also: % is scaled to controls: 0 for no effect and ±100 for the full control effect; nearly all actives have a fitted effect of over 60% in size
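AlphaScreen displacement of biotin-H3(5-23)K14Ac peptide (50 nM final) from BAZ2B (50 nM final) in PBS pH 7.4, 0.01% Tween-20; complex preformed 30 min RT, then compounds (top 110 uM) 30 min RT, beads 20 min dark.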
POLI inh: qHTS for Inhibitors of Polymerase Iota; DNA polymerase iota (Homo sapiens), Q9UNA4; Pol iota fluorescent replication assay, 10 min; Potency, µM (doses to about 115 µM), inactives show at the highest dose activity, negative = inhibition, actives largely listed as inhibitors; actives 1% (n = 390,000); AID 588590, 2011
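Fluorescent replication assay read twice, at 0 min and 10 min after adding 50 nM (final) substrate. Enzyme (10 nM) and compounds were first incubated 15 min at room temperature; enzyme-free buffer wells were negative controls.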
Pol kappa inh: qHTS for Inhibitors of Polymerase Kappa; purified Pol kappa, fluorescent DNA synthesis assay, 10 min; actives 0.53% (n = 400,000); AID 588579, 2011; Potency, µM (series often up to 107 µM), for inactives: at the highest dose activity, negative = inhibition, actives largely listed as inhibitors; also: % is scaled to controls: 0 for no effect and ±100 for the full control effect
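Pol kappa 10 nM + cpd, 15 min RT; start w/ substrate 50 nM final; fluorescence kinetic read, 0 and 10 min. Neg ctrl: buffer, no enzyme.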
Anesthetic bind: qHTS Assay for Identification of Novel General Anesthetics; Ferritin light chain (Equus caballus), P02791; apoferritin/1-aminoanthracene competitive binding, fluorescence; Potency, µM (doses to about 77.5 µM), for inactives: at the top dose activity change, negative = displacement, actives largely listed as inhibitors; actives 0.074% (n = 350,000); AID 485281, 2010; also: % is scaled to controls: 0 for no effect and ±100 for the full control effect; nearly all actives have a fitted effect of over 20% in size
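10 uM apoferritin + 50% sat. 1-AMA, PBS; cpd 10 min RT; Ex380/Em535 endpoint; normalized to free probe vs complex; 4-param Hill fit; propofol titration as pos. ctrl.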
APEX1 inh: qHTS Assay for Inhibitors of the Human Apurinic/apyrimidinic Endonuclease 1 (APE1); DNA repair nuclease/redox regulator APEX1 (Homo sapiens), P27695; recombinant APE1, TAMRA/BHQ-2 abasic DNA cleavage fluorescence; Potency, µM (top dose mostly 65.8 µM), inactives show at the top dose activity change, negative = inhibition, hits mostly inhibitors; actives 0.35% (n = 350,000); AID 2517, 2012;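 also: plate controls were vehicle for no effect and reference inhibitor for full effect; nearly all actives have a fitted effect of over 55% in size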
Target sequence (P27695 whole entry, looked up): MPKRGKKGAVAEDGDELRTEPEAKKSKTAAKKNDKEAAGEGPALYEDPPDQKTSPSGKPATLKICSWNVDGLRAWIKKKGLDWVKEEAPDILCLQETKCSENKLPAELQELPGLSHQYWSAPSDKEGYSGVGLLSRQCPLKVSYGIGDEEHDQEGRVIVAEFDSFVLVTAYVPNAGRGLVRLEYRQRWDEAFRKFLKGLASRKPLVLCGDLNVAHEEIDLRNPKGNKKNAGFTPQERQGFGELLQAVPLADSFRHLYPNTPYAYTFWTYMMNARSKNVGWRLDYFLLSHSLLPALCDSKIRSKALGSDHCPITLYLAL
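Kinetic fluorescence read (525 ex/598 em nm, three reads 60 s apart) of AP-site incision; signal = third minus first read. Enzyme 0.75 nM, dual-labelled THF duplex 50 nM, compound preincubation 15 min RT.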
Pol eta inh: qHTS for Inhibitors of Polymerase Eta; DNA polymerase eta (Homo sapiens), Q9Y253; recombinant Pol eta, fluorescent DNA replication assay; Potency, µM (titrated, usually from 114 µM), for inactives: at the top dose activity change, negative = inhibition, usual class: inhibitors; actives 1.2% (n = 390,000); AID 588591, 2011; also: % is scaled to controls: 0 for no effect and ±100 for the full control effect
Target sequence (Q9Y253 whole entry, looked up): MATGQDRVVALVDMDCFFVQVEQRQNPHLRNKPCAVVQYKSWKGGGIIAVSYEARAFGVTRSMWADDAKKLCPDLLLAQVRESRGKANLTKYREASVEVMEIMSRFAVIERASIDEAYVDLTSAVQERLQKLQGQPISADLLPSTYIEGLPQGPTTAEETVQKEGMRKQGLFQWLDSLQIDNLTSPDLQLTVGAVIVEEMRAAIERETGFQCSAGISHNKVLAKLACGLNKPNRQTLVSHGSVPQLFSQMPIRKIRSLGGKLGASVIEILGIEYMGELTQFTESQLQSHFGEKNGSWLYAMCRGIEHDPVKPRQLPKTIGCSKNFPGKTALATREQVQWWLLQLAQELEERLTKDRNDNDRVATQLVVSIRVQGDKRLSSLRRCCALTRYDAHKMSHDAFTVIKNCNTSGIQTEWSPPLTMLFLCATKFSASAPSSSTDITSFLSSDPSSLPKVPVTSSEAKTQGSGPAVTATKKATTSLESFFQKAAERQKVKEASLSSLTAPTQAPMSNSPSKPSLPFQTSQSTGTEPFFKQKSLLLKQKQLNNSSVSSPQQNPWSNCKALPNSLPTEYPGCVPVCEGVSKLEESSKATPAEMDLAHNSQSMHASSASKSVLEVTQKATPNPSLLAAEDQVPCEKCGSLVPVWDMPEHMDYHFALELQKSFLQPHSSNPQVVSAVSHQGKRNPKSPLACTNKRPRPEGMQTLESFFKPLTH
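Pol eta at 10 nM preincubated with compounds 15 min at room temperature; reaction started with fluorescent substrate (50 nM final) and read kinetically at 0 and 10 min.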
Pol beta inh: qHTS Assay for Inhibitors of DNA Polymerase Beta | Potency, µM (top dose mostly 114 µM), for the others: at the top dose activity change, negative = inhibition, hits mostly inhibitors | actives 1.3% (n = 340,000) | Pol beta primer extension/strand displacement, fluorescence kinetic | AID 485314, 2010; also: % is scaled to controls: 0 for no effect and ±100 for the full control effect
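Kinetic readout of DNA synthesis with strand displacement by Pol beta. Compound and 10 nM enzyme sit 15 min at room temperature; 50 nM substrate starts the reaction, read immediately and at 10 min.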
BLM helicase inh: qHTS Assay for Inhibitors of Bloom's syndrome helicase (BLM) | Potency, µM (highest dose often 56.1 µM), inactives show at the highest dose activity change, negative = inhibition, hits mostly inhibitors | recombinant BLM DNA unwinding, fluorescence dequenching | AID 2528, 2010 | actives 0.2% (n = 350,000);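 also: plate controls were vehicle for no effect and no enzyme for full effect; nearly all actives have a fitted effect of over 35% in size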
G9a inh: qHTS Assay for Inhibitors of Histone Lysine Methyltransferase G9a. AID 504332, 2011. G9a H3K9 monomethylation, AlphaScreen, 2 h. actives 8.8% (n = 350,000). Potency, µM (top dose mostly 102 µM), for the others: top-dose activity, negative = inhibition, actives largely listed as inhibitors. Histone-lysine N-methyltransferase EHMT2 (Homo sapiens), Q96KQ7; also: % is scaled to controls: 0 for no effect and ±100 for the full control effect; nearly all actives have a fitted effect of over 75% in size
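Chemiluminescent proximity detection of H3K9 monomethylation, read after 10 min bead incubation in the dark. Reaction: 20 nM G9a, 500 nM biotin-H3K9 peptide, 20 uM SAM cofactor, 2 h, room temperature, following 15 min enzyme-compound preincubation.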
* hit, by the source's call; ? = inconclusive; . = not tested or not shown; & = joins results of further samples; ! = not active in a repeat; [ ] = another dose, or the depositor's remark. Calls follow the shape of the dose curve; as a rule, active = well fitted curve in the direction sought with a large enough effect; inconclusive = small, poorly fitted or top-dose-only effect, or another doubt; inactive = no such curve, though single readings can be large; an effect the other way counts as inactive or inconclusive. Potency is read from the fitted curve at half-maximal effect. Only part of the results is shown; rates above refer to the full screens.

| # | SMILES | BAZ2B block | POLI inh | Pol kappa inh | Anesthetic bind | APEX1 inh |
| --- | --- | --- | --- | --- | --- | --- |
| 1 | COCCNc1nnc(Cc2ccc(Cl)cc2)c(=O)[nH]1 | -10% | 33%[activator] | -12% | -7% | 8% |
| 2 | CCOc1ccccc1CN1CCCC(C(=O)Nc2cccc(-n3cccn3)c2)C1 (stereo unspecified) | 21%[57.1 µM] | 11% | 9% | -13% | 81%[activator] |
| 3 | Cc1sc2ncnc(N3CCN(S(=O)(=O)c4ccc(F)cc4)CC3)c2c1C | -20% | 59%[activator] | -8% | -3% | 4% |
| 4 | c1ccc(OCCN2CCN(Cc3nc(-c4ccc5c(c4)OCO5)no3)CC2)cc1 | -18% | -21% | 6%[60.1 µM] | -15% | -1% |
| 5 | COC(=O)c1sc(NC(C)=O)c(C(=O)OC)c1C | -7% | ? | 3% | -9% | 10% |
| 6 | COc1ccc(OC)c2c1sc(=NC(=O)C(C)(C)C)n2C | 10% | 27% | 0% | -2% | 1% |
| 7 | O=C(CN1CCN(c2ccccc2)CC1)Nc1ccc(-n2cnnn2)cc1 | -4% | -14% | -1% | 6% | 13% |
| 8 | CN(NC(=O)c1c(Cl)cccc1Cl)c1cccc(Cl)n1 | -1% | 132%[activator] | -2% | -5% | -5% |
| 9 | CNc1cc([N+](=O)[O-])ccc1N/C=C/C(=O)c1ccc2c(c1)OCO2 | -7% | 60%[activator] | -13% | -9% | -7% |
| 10 | COc1cc(CCC(=O)OCC(=O)N2CC(=O)Nc3ccccc32)cc(OC)c1OC | . | -7% | -6% | . | -10% |
| 11 | Cc1ccc(S(=O)(=O)N(C)C)cc1NC(=O)C(C)N(C)Cc1sccc1C (stereo unspecified) | ? | 45%[activator] | 4% | -2% | 27% |
| 12 | CS(=O)(=O)N(CC(=O)N1CCOCC1)c1ccc2c3c(cccc13)CC2 | -3% | 20% | -9% | -6% | -4% |
| 13 | CN(Cc1ccccc1)Cc1c(F)cccc1F | 56µM* | 28% | -4% | 3% | -7% |
| 14 | CC1CCc2nc(N)c(C#N)c(-c3cccnc3)c2C1 (stereo unspecified) | -3% | 14% | 9% | -11% | -3% |
| 15 | CCc1nnc(NC(=O)c2cccc(S(=O)(=O)N3CCCCC3)c2)s1 | -14% | 9% | -4% | ? | -4% |

| # | Pol eta inh | Pol beta inh | BLM helicase inh | G9a inh |
| --- | --- | --- | --- | --- |
| 1 | 4% | 9% | -9% | 11% |
| 2 | -14% | 0% | 15% | -7% |
| 3 | -21% | 2% | -3% | 3% |
| 4 | -3% | -11% | -1% | 1% |
| 5 | -15% | 14% | -3% | ? |
| 6 | -4% | 0% | 1% | 20% |
| 7 | 9% | -13% | -6% | 17%[12.7 µM] |
| 8 | -2% | -2% | -3% | 3% |
| 9 | -10% | 16% | -12% | 40%[59 µM] |
| 10 | -9% | . | . | . |
| 11 | 0% | 19% | -4% | -4% |
| 12 | -9% | 0% | -7% | -4%[12.7 µM] |
| 13 | -4% | -7% | -2% | 11µM* |
| 14 | 1% | 6% | 2% | 14%[59 µM] |
| 15 | -15% | 19% | -3% | . |

Following part
| # | SMILES | BAZ2B block | POLI inh | Pol kappa inh | Anesthetic bind | APEX1 inh |
| --- | --- | --- | --- | --- | --- | --- |
| 16 | CCOc1ccc(NC(=S)N2CCN(C/C=C/c3ccccc3)CC2)cc1 | . | 79%[activator] | 0% | -19% | -1% |
| 17 | CCc1ccc(N(CC(=O)NC2CCCCC2)S(=O)(=O)c2c(C)noc2C)cc1 | -1% | 6% | -9% | -17% | ? |
| 18 | COC(=O)c1ccc(NC(=O)CNC(=O)C2CCCCC2)cc1 | 2% | -22% | 2% | -12% | 0% |
| 19 | COc1ccc(OC)c(/C=N\NC(=O)c2c(C)nc3cc(C)ccn23)c1 | -7% | 127%[activator] | -3% | 93%[activator] | 12% |
| 20 | O=C1NC(c2ccccc2)(C(F)(F)F)C(=O)N1Cc1cccnc1 (stereo unspecified) | -6% | -6% | -7% | ? | 1% |
| 21 | COc1ccc(OC)c(NC(=O)CSc2nnc(CNC(=O)COc3ccc(Cl)cc3)o2)c1 | ? | 4% | -16% | -9% | 0% |
| 22 | CSc1nnc2c(n1)OC(C)=Nc1ccccc1-2 | 3% | -13% | -7% | -13% | -4% |
| 23 | O=C(NC1CCCC1)c1ccc(CS(=O)(=O)Cc2ccccc2Cl)o1 | -11% | 1% | 2% | -5% | 57%[activator] |
| 24 | CCC1CCCCN1C(=O)c1ccc([N+](=O)[O-])o1 (stereo unspecified) | -9% | 7% | -12% | -14% | 39%[activator] |
| 25 | CN(Cc1cnc2nc(N)nc(N)c2n1)c1ccc(C(=O)N[C@@H](CCC(=O)O)C(=O)O)cc1 | . | 32µM*! | ? | 314%[activator] | ? |
| 26 | CCCCOC(=O)c1ccc(N2C(=O)CC(N3CCN(C/C=C/c4ccccc4)CC3)C2=O)cc1 (stereo unspecified) | -8% | 29% | -13% | -17% | -4% |
| 27 | Cc1ccc(-n2c(-c3ccncc3)n[nH]c2=S)c(C)c1 | -14% | 50%[activator] | -6% | 1% | 1% |
| 28 | CCOc1cc(C(=O)NCc2ccc(F)cc2)ccc1OCC(=O)N1CCCCC1 | -1% | -2% | -5% | . | 17% |
| 29 | Cc1ccccc1OCCn1cc(/C(N)=N/O)c2ccccc21 | 0% | 2% | -1% | -15% | -3% |
| 30 | Cc1cc(C)cc(N(C(C)C(=O)NCc2ccc3c(c2)OCO3)S(C)(=O)=O)c1 (stereo unspecified) | -4% | 9% | 0% | -3% | 1% |

| # | Pol eta inh | Pol beta inh | BLM helicase inh | G9a inh |
| --- | --- | --- | --- | --- |
| 16 | -18% | -29% | -7% | ? |
| 17 | -4% | -7% | -3% | -25% |
| 18 | -10% | 6% | -5% | 9% |
| 19 | -21% | 6% | -9% | -1% |
| 20 | 5% | 8% | -2% | 4% |
| 21 | -3% | 8% | 0% | ? |
| 22 | -2% | 22% | 3% | 19% |
| 23 | 10% | 49% | -4% | 5%[59 µM] |
| 24 | -3% | -27% | -9% | -17% |
| 25 | 32µM*! | 40µM* | -11%&-3% | 7.5µM*! |
| 26 | -15% | 11% | -7% | -21% |
| 27 | -17% | -19% | 0% | . |
| 28 | -11% | . | . | -7%[12.7 µM] |
| 29 | 4% | -6% | 2% | 21%[12.7 µM] |
| 30 | -10% | ? | 1% | 10% |

(continued)
| # | SMILES | BAZ2B block | POLI inh | Pol kappa inh | Anesthetic bind | APEX1 inh |
| --- | --- | --- | --- | --- | --- | --- |
| 31 | Cc1ccc(SCCC(=O)NCc2ccncc2)cc1 | -8% | 15% | -8% | -10% | -3% |
| 32 | COc1nc(NCc2cccnc2)nc(OC)n1 | -77% | 6% | -10% | -8% | ? |
| 33 | N#Cc1c(N)sc(=S)c2c1CCN(Cc1ccccc1)C2 | 79µM* | . | . | 4% | -2% |
| 34 | CN(C)S(=O)(=O)N(CC(=O)NCCSCc1ccc(Cl)cc1Cl)c1ccccc1 | -2%[57.1 µM] | -3% | -10% | 3% | . |
| 35 | CCCn1c(SCC(=O)N2CCCCC2)nnc1C(C)C | -2% | 81%[activator] | -1% | -3% | 7% |
| 36 | CCOc1ccc(S(=O)(=O)N/N=C(\C)c2ccc(OC)cc2OC)cc1 | -14% | 68%[activator] | -16% | -15% | 6% |
| 37 | Cc1cccc(C)c1NC(=O)C1(NC(=O)Cn2cccc([N+](=O)[O-])c2=O)CCCCC1 | -7% | -4% | -11% | 5% | 2% |
| 38 | N#Cc1cc2nc(O)c(O)nc2cc1[N+](=O)[O-] | 6% | ? | 5%[60.1 µM] | . | ? |
| 39 | COc1cc(OC)c(S(=O)(=O)NCc2ccco2)cc1S(=O)(=O)NCc1ccco1 | 3% | 1% | -8% | 10% | 17% |
| 40 | COc1ccc(-c2cc(-c3cccs3)c(C#N)c(SCC(=O)NCc3ccccc3)n2)cc1 | 2%[57.1 µM] | 14% | 2% | -9% | 2% |

| # | Pol eta inh | Pol beta inh | BLM helicase inh | G9a inh |
| --- | --- | --- | --- | --- |
| 31 | -7% | 3% | -4% | 20%[12.7 µM] |
| 32 | -3% | 45% | -2% | -96% |
| 33 | . | 5% | 2% | ? |
| 34 | -6% | 0% | -10% | 3%[59 µM] |
| 35 | 7% | -12% | -3% | . |
| 36 | -3% | 2% | -7% | ? |
| 37 | -18% | -1% | 0% | 24%[59 µM] |
| 38 | ? | ? | 1% | 1%[59 µM] |
| 39 | -2% | 1% | 0% | 3%[12.7 µM] |
| 40 | 14% | 6% | 0% | 1% |

Arranged by molecular weight (ascending): 5 of the compounds above
| # | SMILES | BAZ2B block | POLI inh | Pol kappa inh | Anesthetic bind | APEX1 inh |
| --- | --- | --- | --- | --- | --- | --- |
| 32 | COc1nc(NCc2cccnc2)nc(OC)n1 | -77% | 6% | -10% | -8% | ? |
| 31 | Cc1ccc(SCCC(=O)NCc2ccncc2)cc1 | -8% | 15% | -8% | -10% | -3% |
| 36 | CCOc1ccc(S(=O)(=O)N/N=C(\C)c2ccc(OC)cc2OC)cc1 | -14% | 68%[activator] | -16% | -15% | 6% |
| 37 | Cc1cccc(C)c1NC(=O)C1(NC(=O)Cn2cccc([N+](=O)[O-])c2=O)CCCCC1 | -7% | -4% | -11% | 5% | 2% |
| 34 | CN(C)S(=O)(=O)N(CC(=O)NCCSCc1ccc(Cl)cc1Cl)c1ccccc1 | -2%[57.1 µM] | -3% | -10% | 3% | . |

| # | Pol eta inh | Pol beta inh | BLM helicase inh | G9a inh |
| --- | --- | --- | --- | --- |
| 32 | -3% | 45% | -2% | -96% |
| 31 | -7% | 3% | -4% | 20%[12.7 µM] |
| 36 | -3% | 2% | -7% | ? |
| 37 | -18% | -1% | 0% | 24%[59 µM] |
| 34 | -6% | 0% | -10% | 3%[59 µM] |
